D1 agonist: activates the human D1 dopamine receptor. P21728. HEK293 T-REx D1 cells, calcium flux, agonist mode. activation, % at 2 µM. 1% of 360,000 active; in the data active = activation above about 30%; note: 0% is about no effect
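Inducible HEK293 T-REx D1 cells, force-coupled to calcium signalling, were plated at 4000 cells/well with tetracycline and held overnight at 30 C. After no-wash calcium dye loading, compound-evoked calcium rise over 180 s flagged agonists.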
GRP78 ERSR act: inducers of ER stress response in human glioma cells | Potency, µM, without a hit: at the top dose activation, most hits filed as activators | AID 602332 | U87-MG GRP78 promoter luciferase reporter, 16 h | 0.02% of 420,000 active; note: potency is the fitted concentration of half-maximal effect; series mostly up to about 76 µM; % of control where 0% means no effect; nearly all actives have a fitted effect of over 35% in size
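Stably transfected U87-MG glioma cells carrying a GRP78-based luciferase sensor; 16 h compound incubation. Luminescence end-point read 10 min after Bright-Glo addition at room temperature.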
D1 PAM: enhances dopamine response at the human D1 receptor; HEK293 TREx D1 cells, calcium flux, dopamine EC20 potentiation; AID 504651; potentiation, % at 10 µM; 0.036% of 360,000 active; P21728; in the data active = potentiation above about 30%; note: 0% is about no effect
D1 antagonist: blocks dopamine activation of the human D1 receptor | P21728 | HEK293 TREx D1 cells, calcium flux, dopamine EC80; hits give low values | activity change, negative = inhibition, % at 10 µM | 3.2% of 360,000 active | AID 504652; in the data active = activity change below about -30%; note: % is set by controls: 0 for no effect and ±100 for the full control effect
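Tetracycline-induced HEK293 T-REx cells with force-coupled D1 receptor were loaded with a no-wash calcium dye. Compound was added after a 10 s baseline and read kinetically for 180 s; EC80 dopamine was then added and calcium flux followed another 180 s.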
Vif-APOBEC3F blk: blocks the Vif interaction with APOBEC3F; HeLa A3F-eYFP + Vif (tagged APOBEC3F with the HIV-1 protein that degrades it), YFP fluorescence increase; Potency, µM (doses to about 46.1 µM), without a hit: at the top dose activity, negative = active; 0.2% of 390,000 active; note: potency is the fitted concentration of half-maximal effect; % of control where 0% means no effect; nearly all actives have a fitted effect of over 65% in size
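Fluorescence increase (Ex 488/Em 500-530) after overnight compound treatment at 37 deg C flags inhibition of Vif-driven A3F-eYFP loss in stable HeLa A3F-eYFP/Vif cells seeded overnight beforehand.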
Vif-APOBEC3G blk: Vif-A3G binding inhibition. Q9HC16. 0.076% of 410,000 active. HeLa A3G-eYFP + Vif (tagged APOBEC3G with the HIV-1 protein that degrades it), YFP fluorescence, overnight. Potency, µM (highest dose often 46.1 µM), inactives show at the top dose activity, negative = active, hits mostly inhibitors;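 note: potency is the fitted concentration of half-maximal effect; % is set by controls: 0 for no effect and ±100 for the full control effect; nearly all actives have a fitted effect of over 60% in size; hits raise eYFP signal because A3G escapes Vif-driven loss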
Target sequence (Q9HC16 whole entry, looked up): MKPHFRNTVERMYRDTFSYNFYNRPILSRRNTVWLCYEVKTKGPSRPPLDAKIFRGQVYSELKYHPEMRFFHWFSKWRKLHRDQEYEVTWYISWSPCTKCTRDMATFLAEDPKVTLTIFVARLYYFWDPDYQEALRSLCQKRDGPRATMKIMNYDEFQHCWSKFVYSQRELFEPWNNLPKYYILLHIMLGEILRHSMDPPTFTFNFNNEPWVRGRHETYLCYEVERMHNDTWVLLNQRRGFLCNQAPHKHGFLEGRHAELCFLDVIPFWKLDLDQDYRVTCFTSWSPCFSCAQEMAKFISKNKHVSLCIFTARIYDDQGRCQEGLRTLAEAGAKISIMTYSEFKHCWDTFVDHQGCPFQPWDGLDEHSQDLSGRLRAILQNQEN
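Read-out is eYFP fluorescence (Ex 488/Em 500-530) from Vif-expressing HeLa A3G-eYFP cells; more signal means A3G escaped Vif-mediated degradation. Cells plated overnight, compound pinned in, incubated overnight at 37 deg C.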
RXFP1 antag: RXFP1 (human) relaxin receptor antagonism. Q9HBX9. HEK293-RXFP1, relaxin-stimulated cAMP HTRF, 30 min; hits give low values. activity change, negative = inhibition, % at 57.5 µM. 0.59% of 350,000 active. AID 1259400;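 active = activity change of -60% or lower, but not beyond a set lower limit; inconclusive = change between -60% and -40%, or beyond the set limit; inactive = change above -40%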; note: % is set by controls: 0 for no effect and ±100 for the full control effect
RXFP1 ag: RXFP1 (human) receptor agonism; Q9HBX9; HEK293T-RXFP1 cAMP TR-FRET, 30 min; response scale: percent of porcine relaxin response, buffer zero; Potency, µM (top dose mostly 57.5 µM), for inactives: at the highest dose activation, actives largely listed as activators; 0.3% of 370,000 active; note: potency is the fitted concentration of half-maximal effect; % is set by controls: 0 for no effect and ±100 for the full control effect; nearly all actives have a fitted effect of over 60% in size; many of its hits are not listed in these tables
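Agonist response is measured as cAMP accumulation in an RXFP1-transfected HEK293T line under PDE4 inhibition. Values are scaled between buffer-only and 29 nM porcine relaxin, and EC50s come from standard Hill equation fits.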
D2 PAM: positively modulates the human D2 dopamine receptor allosterically. HEK293 T-REx D2, calcium flux, EC20 dopamine potentiation. potentiation, % at 10 µM. 0.34% of 340,000 active. AID 485347. P14416;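 active = potentiation over 3 SD above the plate norm, cut at about 30% in these data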; note: 0% is about no effect
Target sequence (P14416 whole entry, looked up): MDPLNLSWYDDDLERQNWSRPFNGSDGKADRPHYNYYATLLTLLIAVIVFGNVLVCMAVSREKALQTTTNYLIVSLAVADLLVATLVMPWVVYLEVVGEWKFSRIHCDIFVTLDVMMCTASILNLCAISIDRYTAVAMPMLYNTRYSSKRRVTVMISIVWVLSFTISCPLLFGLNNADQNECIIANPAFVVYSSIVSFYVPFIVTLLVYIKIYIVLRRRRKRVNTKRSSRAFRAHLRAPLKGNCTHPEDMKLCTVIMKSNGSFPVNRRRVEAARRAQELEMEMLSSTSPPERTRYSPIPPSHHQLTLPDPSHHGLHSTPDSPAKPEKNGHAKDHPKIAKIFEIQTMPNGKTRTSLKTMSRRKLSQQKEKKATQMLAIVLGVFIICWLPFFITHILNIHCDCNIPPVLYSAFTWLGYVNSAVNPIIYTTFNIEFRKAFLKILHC
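Tetracycline-induced Hek293 Trex D2 cells, force-coupled to calcium, loaded with no-wash calcium dye. Compound added with 180 s kinetic read for agonism, then EC20 dopamine and a further 180 s read for potentiation.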
An asterisk follows results filed as active; ? = inconclusive; . = no result given; & = joins results of further samples. Unless noted, calls come from the whole dose curve; as a rule, active = well fitted curve in the direction sought with a large enough effect; inconclusive = small, poorly fitted or top-dose-only effect, or another doubt; inactive = no such curve, though single readings can be large; an effect the other way counts as inactive or inconclusive. These rows are one share of the data; count on the stated rates, not on these rows.

SMILES	D1 agonist	GRP78 ERSR act	D1 PAM	D1 antagonist	Vif-APOBEC3F blk	Vif-APOBEC3G blk	RXFP1 antag	RXFP1 ag	D2 PAM
Clc1cccc(Nc2nc(-c3cccnc3)cs2)c1	3	6%	-3	-3	1%	1%	-7	17%	2
CCOC(=O)c1[nH]c(C)c(C(=O)N2CCc3ccccc32)c1C	2	-3%	-2	9	-11%	?	-4	4.0%	-4
O=C(O)c1ccc(N/N=C/c2cc3ccccc3nc2Cl)cc1	3	-3%	1	7	9%	-16%	6	-1.2%	0
COc1cccc(CN(C)CCCn2cnc3c(SC)ncnc32)c1	.	-2%	.	.	-10%	5%	3	.	.
O=c1c2ccccc2nc2n1C(CSc1ccc(Cl)cc1)CN2 (configuration not stated)	1	-3%	-4	4	2%	1%	-10	2.8%	3
Cc1ccc(-n2c(=O)c3c(C)c(C(=O)N(C)C)sc3n(CC(=O)N(C)c3ccccc3)c2=O)cc1C	-1	0%	1	3	1%	0%	-15	-2.3%	.
CCc1ccc(CNC(=O)CCn2ccc3cc(S(=O)(=O)N4CCCC4)ccc32)cc1	5	-5%	2	27	7%	-5%	1	1.0%	0
COc1cccc(/C=N/NC(=S)Nc2cccnc2)c1	-2	2%	-5	.	-29%	9%	9	-0.7%	.
COc1ccccc1Cn1cc(C(=O)c2ccc(F)cc2)c(=O)c2cc3c(cc21)OCO3	3	-3%	-1	-24	0%	-2%	-13	-1.3%	.
CCc1nn(C(C)C(=O)NCCN2CCN(c3cccc(C)c3C)CC2)c(=O)c2cc3occc3n12 (configuration not stated)	5	-4%	-8	-18	.	-1%	-13	-0.1%	-28

Ordered by count of non-hydrogen atoms (rising): 3 of the compounds above.
SMILES	D1 agonist	GRP78 ERSR act	D1 PAM	D1 antagonist	Vif-APOBEC3F blk	Vif-APOBEC3G blk	RXFP1 antag	RXFP1 ag	D2 PAM
CCOC(=O)c1[nH]c(C)c(C(=O)N2CCc3ccccc32)c1C	2	-3%	-2	9	-11%	?	-4	4.0%	-4
CCc1ccc(CNC(=O)CCn2ccc3cc(S(=O)(=O)N4CCCC4)ccc32)cc1	5	-5%	2	27	7%	-5%	1	1.0%	0
CCc1nn(C(C)C(=O)NCCN2CCN(c3cccc(C)c3C)CC2)c(=O)c2cc3occc3n12 (configuration not stated)	5	-4%	-8	-18	.	-1%	-13	-0.1%	-28

Later entries.
SMILES	D1 agonist	GRP78 ERSR act	D1 PAM	D1 antagonist	Vif-APOBEC3F blk	Vif-APOBEC3G blk	RXFP1 antag	RXFP1 ag	D2 PAM
O=C(N/N=C/C1CC2C=CC1C2)c1ccccc1O (configuration not stated)	1	2%	-13	-12	5%	0%	-6	2.0%	7
Cc1ccc(S(=O)(=O)N2[C@@H](c3ccc(F)cc3)C(C(=O)O)=CC[C@H]2c2cccs2)cc1	0	-4%	2	-13	9%	-12%	.	0.1%	6
CCN(CC)CCC(c1ccc2c(c1)OCO2)c1c(OC)cc(OC)c2c(-c3ccccc3)cc(=O)oc12 (configuration not stated)	10	-7%&-5%	-3	-32*	-25%	-2%&6%	.	0.6%	-10
O=C(CS(=O)c1cccc(C(F)(F)F)c1)Nc1ccccc1Cl (configuration not stated)	4	-4%	-8	-47*	-4%	2%	0	0.5%	4
COc1ccc(C(=O)N/C(N)=N/c2nc3ccccc3o2)cc1	3	-4%	1	-5	.	-14%	5	4.1%	-1
CN(C)c1oc(-c2ccc(OCc3ccccc3)cc2)nc1C#N	1	4%	-2	1	2%	-10%	.	3.0%	-6
N#CC1=C(S)N(c2ccccc2)C(c2cccs2)NC1=O (configuration not stated)	5	-2%	1	25	-4%	-4%	14	0.3%	6
CCc1cc2c(=O)c(-c3nc4ccccc4[nH]3)coc2c(CN2CCCCC2C)c1O (configuration not stated)	1	5%	-2	-6	-15%	-5%	-19	2.4%	-6
CCN(CC)S(=O)(=O)c1ccc2nc(CCl)[nH]c2c1	1	-4%	-5	-12	-12%	1%	-18	-0.3%	-1
CC(=O)n1nc(-c2ccccc2)nc1NCc1ccc(F)cc1	7	0%	-1	7	-2%	1%	-9	-0.3%	10
Oc1ccc(C(=Nc2ccccc2)c2ccccc2)c(O)c1	.	5%	.	.	-4%	-1%	4	.	.
CCN(CC)S(=O)(=O)c1ccc(N2CCOCC2)c(NC(=O)c2cc3ccccc3o2)c1	.	-5%	.	.	4%	1%	17	.	.
COc1cc(C2NC(=O)NC(C)=C2C(=O)OC2CCCCC2)cc(Cl)c1O (configuration not stated)	2	-2%	0	5	0%	?	-5	5.7%	3
COCc1ccc(C(=O)N(C)CC2CCCN(CCc3ccccc3F)C2)o1 (configuration not stated)	3	-3%	-10	-14	?	-11%	0	0.8%	-11
O=S(=O)(Nn1cnnc1)c1ccc2ccccc2c1	3	-2%	0	7	1%	0%	-10	-0.4%	3
N=C1C(c2ccccc2)=C(O)CN1CCO	1	-1%	1	-30*	-9%	2%	-5	-3.2%	6
C/C(CC(=O)Nc1ccc2c(c1)OCCO2)=N\NC(=O)COc1ccc(C)cc1Br	1	0%	-2	1	-7%	-8%	-4	-2.7%	-2
CN(C)S(=O)(=O)c1cccc(NC(=O)CO/N=C(\N)c2ccccc2)c1	0	-5%	-6	2	2%	3%	-11	0.2%	-3
CCN1C(=O)c2ccc(C(=O)Nc3ccc4c(c3)OCO4)cc2C1=O	1	6%	-3	2	8%	-11%	4	-1.4%	12
CCn1c2ccccc2c2cc(NC(=O)C(=O)NCC3CCCO3)ccc21 (configuration not stated)	2	-2%	-4	-8	-8%	-3%	-16	3.5%	2
O=C1C(Cl)=C(N2CCCCC2)C(=O)N1c1ccccc1Cl	-1	2%	2	-11	7%	3%	-26	0.0%	18
Cc1cccc(NS(=O)(=O)c2ccc3[nH]c(=O)cc(C(=O)O)c3c2)c1	0	2%	-1	-11	4%	-3%	9	-0.3%	4
O=C(COc1ccccc1)Nc1c(C(=O)N2CCN(c3ccc(F)cc3)CC2)oc2ccccc12	5	2%	-10	-31*	4%	3%	.	-2.7%	-12
COc1ccc(CCNC(=O)c2csc3c2CCCC3)cc1OC	4	-2%	0	1	-2%	-17%	-9	1.0%	6
CC(NC(=O)c1cccc(S(=O)(=O)N2CCN(C)CC2)c1)C1CC2CCC1C2 (configuration not stated)	2	-3%	-1	5	0%	-1%	-8	0.0%	-2
CCOC(=O)c1ccccc1NC(=O)N(C)CCc1c(C)nn(CC)c1C	-2	1%	0	-4	-7%	1%	.	0.4%	15
C=C(C)CSc1nnc(-c2cccc(S(=O)(=O)N(C)C)c2)n1-c1cc(OC)ccc1OC	5	-6%	-5	-16	0%	2%	-1	1.2%	4
CC1(C)C(=O)N(OCc2ccccc2)C(C)(C)C(=O)N1OCc1ccccc1	3	-4%	-2	1	-5%	-3%	.	0.5%	9
CCn1c2c(c(=O)n3ncc(C(=O)Nc4cc(Cl)ccc4C)c13)CN(Cc1ccc(OC)cc1)CC2	1	-2%	-2	-2	4%	-3%	-7	1.5%	.
O=C(CSc1ccccn1)NCc1ccc2c(c1)OCO2	1	2%	0	-6	4%	8%	-6	-0.1%	8
Cc1ccc(-c2noc(CN(C(=O)c3ccc(C(C)(C)C)cc3)C(C)C)n2)cc1	7	0%	0	-7	-3%	3%	.	0.2%	-2
COc1ccc(NC2=NCC(=O)N2Cc2cccs2)cc1	5	-1%	-5	-7	-7%	0%	-9	1.2%	12
OCC1(Cc2ccc(F)cc2)CCCN(CCCC(F)(F)F)C1 (configuration not stated)	0	-3%	-4	7	0%	-3%	4	-0.8%	11
CCOC(=O)c1sc(C)c2c(=O)n(Cc3ccc(Cl)cc3)c(C)nc12	0	-7%	0	2	5%	-5%	-1	-1.5%	29
COc1cccc(C(CNC(=O)C(c2ccccc2)c2ccccc2)N(C)C)c1 (configuration not stated)	-1	-4%	1	18	3%	-1%	2	0.6%	-11
Cc1ccc(C(c2ccc(C)o2)c2cccc([N+](=O)[O-])c2O)o1	2	-2%	10	11	9%	0%	?	-0.4%	-1
O=C(c1cccc(S(=O)(=O)Nc2ccc(F)cc2)c1)N1CCCC1	1	-3%	-4	5	16%	2%	0	-0.8%	9
Nc1nc(SCC(=O)NCC2CCCO2)[nH]c(=O)c1NC(=O)c1ccc(F)c(F)c1 (configuration not stated)	4	-4%	-1	-8	2%	-3%	-21	2.7%	.
CCCCC(Sc1nc2cc3c(cc2c(=O)n1CCCC(=O)NCc1ccc(OC)cc1)OCO3)C(=O)OCC (configuration not stated)	2	2%	4	8	-13%	?	-8	1.6%	9
CC(=O)c1ccc(S(=O)(=O)Nc2ccc(-n3c(C)nc4ccccc4c3=O)cc2)cc1	5	-3%	-11	-1	5%	0%	-10	3.6%	-4
CC(C)Oc1ccc(NC(=O)C2CCCNC2=O)cc1 (configuration not stated)	2	-2%	-4	-18	-4%	1%	-5	-1.5%	8
O=S(=O)(NCCc1ccc2c(c1)OCCO2)c1cccs1	2	1%	-3	-16	0%	-2%	24	-0.8%	9
Cc1cc(OCCn2cc(/C(N)=N/O)c3ccccc32)ccc1Cl	.	0%	.	.	-3%	-1%	-34	-1.6%	.
O=C(NN1C(=O)NC2(CCCCC2)C1=O)c1cc2cc(Cl)ccc2o1	.	-1%	.	.	4%	-16%	-5	.	.
Cc1cc(C(=O)N/N=C/C=C/c2ccccc2)n[nH]1	3	-7%	-6	-1	-17%	0%	-18	2.9%	-4
CCCNC(=O)[C@H]1N2C(=O)c3c(ccc(OC)c3OC)C2SC1(C)C (some centres not stated)	2	-2%	16	-14	6%	1%	-2	1.4%	8
CCCC(=O)Nc1nc(-c2ccccc2)c(CC)s1	0	0%	1	0	9%	-6%	-27	2.9%	12
CCOC(=O)n1c(=O)n(Cc2cccc(C)c2)c2ccccc21	-1	-2%	-5	-1	?	-4%	-24	0.9%	-1
Cc1nnc(SCC(=O)NC2CCCc3c2cnn3-c2ccc(F)cc2F)o1 (configuration not stated)	0	-1%	-8	12	3%	-6%	-13	0.2%	5

Screens as filed in PubChem BioAssay.
